APOBEC3A inh: APOBEC3A ssDNA deaminase inhibitors, primary screen, selectivity assay for APOBEC3G inhibitor project, biochemical, FAM/TAMRA oligo cleavage fluorescence | AID 493011, 2011 | inhibition, % at 20 µM | recombinant A3A, FAM/TAMRA ssDNA deamination fluorescence | hit rate 0.41% among 330,000 | DNA dC->dU-editing enzyme APOBEC-3A (Homo sapiens), P31941;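 active = at least 40% inhibition at 20 µM here, with at most 30% in a related deaminase screen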;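 also: plate controls were A3A with DMSO for no effect and wells lacking A3A enzyme for full effect; some results filed as inactive read as strong as hits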
Target sequence (P31941 whole entry, looked up): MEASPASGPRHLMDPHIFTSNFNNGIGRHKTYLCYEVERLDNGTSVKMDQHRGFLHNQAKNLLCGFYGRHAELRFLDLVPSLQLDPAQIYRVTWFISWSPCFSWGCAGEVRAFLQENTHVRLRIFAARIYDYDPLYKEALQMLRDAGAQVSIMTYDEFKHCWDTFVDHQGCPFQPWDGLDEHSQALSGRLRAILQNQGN
hIAP activ: human IAP activators, primary screen, biochemical, luminescence, uHTS. Intestinal-type alkaline phosphatase (Homo sapiens), P09923. purified human IAP, CDP-Star luminescence, 30 min; hits give high values; 1 = vehicle-only enzyme, 0 = enzyme-free background. activation factor at 10 µM. hit rate 0.16% among 330,000;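 active = activation factor of the enzyme at least 2-fold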; also: the source names both 10 and 20 µM as test concentration; values of inactives mirror those of a sister screen read the other way
mIAP inh: inhibitors of mouse IAP, primary screen, biochemical, luminescence, uHTS | intestinal alkaline phosphatase [Mus musculus] | AID 2806, 2010 | purified mouse IAP, CDP-Star luminescence, 30 min | hit rate 0.2% among 330,000 | inhibition, % at 10 µM;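 active = inhibition of at least 40% at 10 µM in the primary screen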;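 also: plate controls were DMSO with enzyme for no effect and no enzyme wells for full effect; values of inactives mirror those of a sister screen read the other way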
hIAP block: human IAP inhibitors, primary screen, biochemical, luminescence, uHTS; purified IAP, CDP-Star luminescence, 30 min; inhibition, % at 10 µM; hit rate 0.12% among 330,000; Intestinal-type alkaline phosphatase (Homo sapiens), P09923;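 active = inhibition reaching a set limit with compound at 10 µM in the primary screen, cut at about 35% in these data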;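 also: plate controls were DMSO wells with enzyme for no effect and no-enzyme buffer wells for full effect; values of inactives mirror those of a sister screen read the other way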
beta cell repl: inducers of MIN6 beta-cell proliferation, primary screen, ATP luminescence, uHTS. MIN6 cells proliferation, ATPlite luminescence, 48 h; cells starved in 0.2% serum; 100% = growth in 10% serum. proliferation, % at 10 µM. hit rate 0.29% among 330,000;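 active = compounds whose signal lies at least 3.5 SD above the mean of all wells on their plate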;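 also: 0% = DMSO-treated cells in low-serum medium and 100% = 10% serum control; some compounds called inactive have numbers as strong as hits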
APOBEC3G inh: APOBEC3G DNA deaminase inhibitors, primary screen, biochemical, fluorescence, single-stranded DNA substrate, uHTS. DNA dC->dU-editing enzyme APOBEC-3G (Homo sapiens), Q9HC16. hit rate 0.28% among 330,000. recombinant A3G, ssDNA deamination FAM/TAMRA fluorescence. inhibition, % at 20 µM;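 active = inhibition of at least 40% at 20 µM, with no more than 30% in the related APOBEC3A deaminase screen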;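 also: plate controls were DMSO wells with A3G for no effect and wells lacking A3G enzyme for full effect; some compounds called inactive have numbers as strong as hits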
Target sequence (Q9HC16 whole entry, looked up): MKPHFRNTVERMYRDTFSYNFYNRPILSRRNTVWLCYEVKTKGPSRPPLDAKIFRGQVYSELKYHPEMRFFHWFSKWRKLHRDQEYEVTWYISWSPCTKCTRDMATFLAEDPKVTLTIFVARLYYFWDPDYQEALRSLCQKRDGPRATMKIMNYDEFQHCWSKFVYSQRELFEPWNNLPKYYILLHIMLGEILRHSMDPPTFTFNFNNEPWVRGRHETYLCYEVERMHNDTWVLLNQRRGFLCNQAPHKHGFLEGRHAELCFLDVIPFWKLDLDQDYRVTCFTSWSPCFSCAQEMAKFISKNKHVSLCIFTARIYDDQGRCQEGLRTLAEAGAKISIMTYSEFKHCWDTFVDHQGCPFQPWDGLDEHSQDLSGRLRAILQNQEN
mIAP act: activators of mouse IAP, primary screen, biochemical, luminescence, uHTS | intestinal alkaline phosphatase [Mus musculus] | muIAP, CDP-Star luminescence, 30 min; hits give high values; 1 = vehicle-only enzyme signal, 0 = enzyme-free wells | activation factor at 10 µM | hit rate 0.24% among 330,000 | AID 2805, 2010;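 active = activation factor of at least 2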; also: the source names both 10 and 20 µM as test concentration; values of inactives mirror those of a sister screen read the other way
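Assay system: mouse IAP enzyme; reagent: chemiluminescent substrate CDP-Star; dosing: test compounds delivered from DMSO solution; schedule: 30 min at room temperature; measured by: luminescence from enzymatic CDP-Star hydrolysis; controls: DMSO-only wells and no-enzyme negative control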
MPTP inh: mitochondrial permeability transition pore inhibitors, primary screen, biochemical, isolated mouse mitochondria, absorbance | hit rate 1.4% among 360,000 | inhibition, % at 10 µM | AID 602449, 2012 | Ca2+ swelling absorbance, 30 min;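 active = inhibition of 50% or more, scaled per plate between neutral and stimulator controls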;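 also: 0% = DMSO wells given calcium and 100% = 1 mM EGTA wells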
GRIN3A LBD mod: binders of NR3A ligand-binding domain, primary screen, biophysical, differential scanning fluorimetry, uHTS. Glutamate receptor ionotropic, NMDA 3A (GRIN3A) ligand-binding domain. NR3A LBD differential scanning fluorimetry, Tm shift; 0% = protein alone, 100% = glycine-bound protein. Tm shift relative to glycine control, % at 25 µM. hit rate 2.5% among 340,000;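 active = melting temperature shift of at least 10% of the positive control shift, at one fixed dose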
Starred values were filed as active, the others as inactive; x = no result given.

SMILES	APOBEC3G inh	MPTP inh	mIAP inh	hIAP activ	GRIN3A LBD mod	mIAP act	beta cell repl	hIAP block	APOBEC3A inh
O=C(Nc1nnc(-c2ccccc2)o1)c1cc(-c2cccs2)nc2ccccc12	2	-25	11	1	-3	0.89	-6	-4	0
C=C(C)C(=O)Nc1cccc(C2=NOC3(C2)C[C@@H](C(N)=O)N(C(=O)CC(c2ccccc2)c2ccccc2)C3)c1 (stereo partly specified)	70*	-0.2	-7	0.8	-1	1.1	-2	20	24
COCCn1nnnc1C(c1cc(OC)ccc1OC)N1CCc2ccccc2C1 (stereo unspecified)	-3	-2.5	-3	1	3	1	-2	-3	-2
Cc1ccc(S(=O)(=O)NCCc2ccncc2)cc1[N+](=O)[O-]	-4	0.3	14	0.94	2	0.86	1	6	0
Cc1ccc(C23CC4CC(CC(C(=O)OCC(=O)NC5CCS(=O)(=O)C5)(C4)C2)C3)cc1 (stereo unspecified)	-6	0.6	-6	1.2	0	1.1	0	-24	-8
CCOC(=O)c1ccc(NC(=S)NCc2ccc(S(N)(=O)=O)cc2)cc1	-7	1.0	-7	1.2	-3	1.1	-2	-21	-7
O=C(O)c1ccc(NC2OC[C@@H](O)[C@H](O)[C@H]2O)cc1 (stereo partly specified)	4	-1.2	-10	1.1	0	1.1	1	-9	3
CCCn1cc(CN2CCC(n3nccc3NC(=O)c3ccc4c(c3)OCO4)CC2)c(C)n1	-7	-2.2	-2	1.2	-2	1	0	-22	-2
Cc1c(C)c(C)c(S(=O)(=O)N2CCC3(CC2)OCCO3)c(C)c1C	-8	-0.6	6	0.96	0	0.94	1	4	2
O=C(C1=C(O)C(=O)N(CCc2ccccc2)C1c1cccs1)c1ccco1 (stereo unspecified)	-6	5.8	-14	1.2	0	1.1	-2	-23	-9
CC(C)n1nnc2c(=O)oc3ccccc3c21	-2	1.0	1	0.81	-1	0.99	-1	19	3
Cc1ccnc(SCC(=O)c2ccc(Br)s2)n1	-7	1.4	6	0.96	1	0.94	-2	4	1
CCCN1CCC(NC23CC4CC(CC(C4)C2)C3)CC1	-6	x	-3	1.2	x	1	-2	-24	-7
CCn1c(SCC(=O)c2ccc(NS(=O)(=O)c3ccccc3)cc2)nnc1-c1cccs1	-6	9.2	5	0.94	-9	0.95	-1	6	0
Cn1cc(SCC(=O)Nc2nccs2)c2ccccc21	-9	-1.3	5	0.82	-2	0.95	-2	18	1
C/C(=N\NC(=S)Nc1ccccc1C)C1Cc2ccccc2C(=O)O1 (stereo unspecified)	-3	12	12	1	2	0.88	4	-3	-2
CCCCCCc1cc2cc(C(=O)Nc3cccc(OC)c3)c(=O)oc2cc1O	-7	56*	13	1.1	-3	0.87	0	-5	1
CCOC(=O)c1sc(NC(=O)c2cc(-c3ccc(C)cc3)nc3ccccc23)c(C#N)c1C	19	88*	29	0.86	5	0.71	-6	14	0
COC(=O)[C@@H]1C[C@@]2(O)[C@H](O)[C@H](O)[C@H](O)C[C@H]2N1Cc1ccc(C(F)(F)F)cc1	-6	-0.4	0	1.2	1	1	0	-18	-3
Cc1ccc2oc(=O)c3cnn(CC(=O)N4CCN(c5ccccn5)CC4)c3c2c1	-1	-0.3	-1	1	1	1	-2	-4	-2
COC(=O)c1cccc(NC(=S)NCCC2=CCCCC2)c1	-4	5.4	-82	0.92	-8	1.8	-7	8	-3
CCOc1ccc(/C=N/NC(=O)c2ccccc2O)cc1CN1CC2CC(C1)c1cccc(=O)n1C2 (stereo unspecified)	-13	0.5	-6	1.2	-1	1.1	-3	-15	-3
CN(C)/C=C/C=C1C(=O)CCCC1=O	5	-0.6	-10	0.94	1	1.1	-2	6	27
CCOc1ccc(/C(O)=C2/C(=O)C(=O)N(Cc3cccnc3)C2c2ccc(N(C)C)cc2)c(C)c1 (stereo unspecified)	-1	0.1	-15	1.1	2	1.1	0	-7	-2
CN(CC(=O)NNC(=O)Cc1ccccc1F)S(=O)(=O)c1ccc(Cl)cc1	-7	-0.7	9	1.4	1	0.91	-4	-41	0
CC(=O)N1CCCc2cc(S(=O)(=O)N(C)CCC#N)ccc21	1	-0.6	1	1.2	-1	0.99	-1	-23	3
CC(C)CC(=O)N1CCN(Cc2ccccc2Cl)CC1	-7	1.7	-4	0.9	0	1	-1	10	-11
COC(=O)c1c(-c2ccccc2)noc1-c1ccccc1	-6	1.8	10	0.94	3	0.9	-2	6	-3
O=C(CSc1nncn1-c1cccnc1)Nc1cccc([N+](=O)[O-])c1	-6	-1.4	5	0.95	0	0.95	1	5	-1
CCC(CO)Oc1cc(NC(=O)c2cccc(Cl)c2)c2ncn(C(C)C)c2c1 (stereo unspecified)	-8	-2.1	14	0.97	4	0.86	0	3	-4
CCN(CC)CCNC(=O)c1ccc(NC(=O)c2c(C)nn(-c3ccc(F)cc3)c2Cl)cc1	-9	-1.6	1	1	-2	0.99	-6	-5	7
COc1ccc2nc(/N=C\N(C)C)sc2c1	-1	0.3	3	1.1	-1	0.97	0	-6	0
COc1ccc(CCN(C)C(=O)Cc2ccc(-c3ccccc3)cc2)cc1OC	-2	64*	-10	1.1	-3	1.1	-4	-11	-2
COc1cccc(CC2(CO)CCCN(Cc3ccc(-c4ccco4)cc3)C2)c1 (stereo unspecified)	-5	-0.1	5	0.91	-1	0.95	-4	9	-3
CN(C)S(=O)(=O)c1ccc(C(=O)Nc2cc3c(cc2C(=O)O)OCCCO3)cc1	-13	0.4	8	0.96	1	0.92	4	4	-4
CCC1CCCCN1C(=O)CSc1nnc(N)s1 (stereo unspecified)	-8	-0.5	1	1.1	0	0.99	-2	-8	-4
COC(=O)C(C(=O)OC)C(C[N+](=O)[O-])c1ccc(OC)cc1 (stereo unspecified)	-9	-0.7	-8	1.2	-1	1.1	-5	-20	-4
CCCCNc1ccc(S(N)(=O)=O)cc1[N+](=O)[O-]	-2	x	11	1.1	x	0.89	6.0*	-10	2
NC(=O)CSc1c[nH]c2ccccc12	-2	0.0	10	1	1	0.9	2	-3	1
COc1cc(C2N=C(c3ccccc3)NO2)cc(Br)c1O (stereo unspecified)	-5	1.4	3	1.1	0	0.97	1	-6	-3
Cc1ccc(C)c(C(=O)CCC(=O)Nc2ccc(N3CCN(C)CC3)cc2C)c1	-7	-0.6	7	0.79	-2	0.93	-2	21	-7
Cc1[nH]c2ccccc2c1NC(=O)CN1CCN(C(=O)c2ccco2)CC1	-8	3.3	0	0.92	1	1	-2	8	-2
CSCC[C@@H](C(=O)Nc1ccc2c(c1)OCCO2)N1Cc2ccccc2C1=O	-11	-1.2	4	0.84	0	0.95	-1	16	-5
CCn1ncc(CN2CCN(Cc3cccc(OC)c3)C(CCO)C2)c1C (stereo unspecified)	-5	1.8	6	0.97	-22	0.94	0	3	-1
COCCCNC(=O)CN(CCc1ccccc1)S(=O)(=O)c1ccc(C)cc1	-4	0.0	2	0.86	0	0.98	-3	14	-2
CCS(=O)(=O)c1nc(S(=O)(=O)c2ccc(C)cc2)c(NCCCN2CCCC2=O)s1	-7	-1.0	4	0.92	2	0.96	2	8	-8
O=C(Cn1cnc2sc3c(c2c1=O)CCCC3)NCC(=O)Nc1ccc(F)cc1F	3	-1.4	-7	1.2	-3	1.1	-3	-16	3
COc1ccc(-c2cc(CNC(C)=O)on2)cc1	-4	-2.7	3	0.98	7	0.97	1	2	-3
CN1CCC(NC(=O)c2cccc(Oc3ccccc3)c2)CC1	4	1.2	4	1.2	1	0.96	-3	-24	8
COC(=O)/C(=C/c1c[nH]c2ccccc12)[N+](=O)[O-]	-9	2.0	10	1.1	16*	0.9	-4	-9	-4

Reprinted at random: 2 compounds from above.
SMILES	APOBEC3G inh	MPTP inh	mIAP inh	hIAP activ	GRIN3A LBD mod	mIAP act	beta cell repl	hIAP block	APOBEC3A inh
COC(=O)C(C(=O)OC)C(C[N+](=O)[O-])c1ccc(OC)cc1 (stereo unspecified)	-9	-0.7	-8	1.2	-1	1.1	-5	-20	-4
CCC1CCCCN1C(=O)CSc1nnc(N)s1 (stereo unspecified)	-8	-0.5	1	1.1	0	0.99	-2	-8	-4

More structures follow:
SMILES	APOBEC3G inh	MPTP inh	mIAP inh	hIAP activ	GRIN3A LBD mod	mIAP act	beta cell repl	hIAP block	APOBEC3A inh
O=C(O)c1cc(N2C(=O)C3CC=CCC3C2=O)ccc1NCc1cccnc1 (stereo unspecified)	-5	-0.3	7	0.86	2	0.93	0	14	1
O=C1C=C(c2ccc(F)nc2)CCC1	-11	0.5	0	0.98	3	1	4	2	-4
Cc1ccc(SCC(=O)c2c(C)nc3cc(C)ccn23)cc1	-6	-3.8	2	0.87	-2	0.98	3	13	0
CCOc1ccc(NC(=O)CCC(=O)Nc2nnc(CC)s2)cc1	-3	-0.2	5	1.1	-2	0.95	-3	-9	1
Cc1ccc(CSc2nnc(-c3cccc(S(=O)(=O)N4CCOCC4)c3)n2CC(C)C)cc1	-9	4.9	-4	0.91	-2	1	-4	9	-7
CCCn1c(C(O)c2cc(OC)c(OC)c(OC)c2)nc2ccccc21 (stereo unspecified)	-5	2.1	-6	0.96	0	1.1	1	4	0
CCC(Sc1nccn1C)C(=O)Nc1ccc(Cl)cn1 (stereo unspecified)	0	-0.3	-1	0.93	1	1	-4	7	2
Nc1cccc2c1C(=O)N(C(=O)c1ccco1)C2=O	0	1.5	-1	0.94	-1	1	1	6	7
O=C(Nc1cccnc1)c1ccc(COc2ccccc2Cl)o1	0	3.9	14	0.88	-22	0.86	-1	12	2
COc1ccccc1CN(C)c1nnnn1-c1ccccc1	8	2.1	-16	0.92	-2	1.2	-3	8	-7
O=C(NC1CCCC1)C(c1ccncc1)N(CC1CCCO1)C(=O)Cn1nnc(-c2cccs2)n1 (stereo unspecified)	-8	-0.1	-8	1.2	1	1.1	-2	-24	-9
CCOC(=O)C(=O)/C(=C\N(C)C)c1onc(-c2c(Cl)cccc2Cl)c1C(=O)OC	-8	0.5	-3	1.1	11*	1	-3	-11	-3
CCNc1nc(NCC)n2c(SCc3ccc(F)cc3)nnc2n1	-8	3.1	0	1.1	0	1	-4	-7	-1
C=CCc1c(C)nc(N2CCSCC2)[nH]c1=O	-6	1.2	2	1.2	-1	0.98	-3	-22	0
O=C(NC1CCN(c2ncccn2)CC1)c1cccc(F)c1	0	0.2	-3	1.2	2	1	1	-25	0
COC(=O)/C=C1/SC(=Nc2ccc(C)cc2C)NC1=O	1	-3.9	0	0.94	-1	1	-3	6	2
CCC(C)[C@H](NC(=O)N1CCC(C)CC1)C(=O)O (stereo partly specified)	-4	-0.7	0	0.84	1	1	-1	16	-1
